# GPT2 inhibitor: blocks human glutamate pyruvate transaminase 2; Potency, µM (top dose mostly 57.7 µM), without a hit: at the highest dose activity change, negative = inhibition, actives largely listed as inhibitors; Recombinant GPT2, coupled pyruvate oxidase/HRP Amplex Red fluorescence; AID 1671188; 100,000 tested, 0.25% active; further: potency means the concentration at half of the fitted maximal effect; nearly all actives have a fitted effect of over 60% in size; many of its hits are not listed in these tables
#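 Fluorescence of coupled pyruvate oxidase/HRP/Amplex Red system (50uM Amplex, 30 min, dark) reports pyruvate formed by GPT2. Enzyme reaction: 10ng/uL GPT2, 2mM L-alanine, 250uM a-KG, 30 min room temperature, pH 7.5; 50uM AOA control.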
# HEK293 tox: cytotoxic compounds in HEK 293 cells | Potency, µM (highest dose often 115 µM), for the others: at the highest dose activity change, negative = cytotoxicity, hits mostly inhibitors | 94,000 tested, 6.6% active | HEK 293 viability, ATP luminescence (CellTiter-Glo), 48-72 h; further: potency means the concentration at half of the fitted maximal effect; nearly all actives have a fitted effect of over 60% in size
#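 CellTiter-Glo luminescence (cellular ATP) was read after 48 or 72 hr of compound exposure at 37 degree Celsius. Cells were HEK 293 plated at 250 cells/well.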
# FLuc inh: blocks purified firefly luciferase enzyme activity; Potency, µM (series often up to 115 µM), without a hit: at the top dose activity change, negative = inhibition, most hits filed as inhibitors; 76,000 tested, 2.5% active; purified P. pyralis luciferase, luminescence, biochemical; P08659; further: potency means the concentration at half of the fitted maximal effect; nearly all actives have a fitted effect of over 65% in size
# Target sequence (P08659 whole entry, looked up): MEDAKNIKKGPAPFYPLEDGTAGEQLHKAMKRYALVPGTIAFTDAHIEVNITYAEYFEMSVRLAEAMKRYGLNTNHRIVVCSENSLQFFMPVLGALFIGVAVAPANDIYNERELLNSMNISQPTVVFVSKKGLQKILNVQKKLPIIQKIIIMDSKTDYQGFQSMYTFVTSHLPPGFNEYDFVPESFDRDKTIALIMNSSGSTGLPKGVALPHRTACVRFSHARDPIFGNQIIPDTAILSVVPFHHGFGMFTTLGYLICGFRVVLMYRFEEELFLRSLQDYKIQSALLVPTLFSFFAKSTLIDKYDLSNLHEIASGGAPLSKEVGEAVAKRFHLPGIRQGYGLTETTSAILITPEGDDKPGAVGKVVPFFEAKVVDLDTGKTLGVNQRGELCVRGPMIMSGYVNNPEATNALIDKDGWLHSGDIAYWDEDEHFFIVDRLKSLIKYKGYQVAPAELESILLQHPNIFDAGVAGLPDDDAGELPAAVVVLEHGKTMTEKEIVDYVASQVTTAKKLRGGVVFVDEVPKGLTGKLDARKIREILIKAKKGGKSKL
#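 Inhibitors were tested against purified firefly luciferase in a biochemical, low-substrate format (both substrates at 10uM) and luminescence measured with a CCD imager.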
# IP6K1 inh: IP6K1 kinase inhibition. IP6K1 kinase, ADP-Glo luminescence, 2 h; hits give low values. 140,000 tested, 0.81% active. AID 1645851. activity change, % (series mostly up to about 58 µM); in the data active means activity change below about -25%
# Target sequence (Q92551 whole entry, looked up): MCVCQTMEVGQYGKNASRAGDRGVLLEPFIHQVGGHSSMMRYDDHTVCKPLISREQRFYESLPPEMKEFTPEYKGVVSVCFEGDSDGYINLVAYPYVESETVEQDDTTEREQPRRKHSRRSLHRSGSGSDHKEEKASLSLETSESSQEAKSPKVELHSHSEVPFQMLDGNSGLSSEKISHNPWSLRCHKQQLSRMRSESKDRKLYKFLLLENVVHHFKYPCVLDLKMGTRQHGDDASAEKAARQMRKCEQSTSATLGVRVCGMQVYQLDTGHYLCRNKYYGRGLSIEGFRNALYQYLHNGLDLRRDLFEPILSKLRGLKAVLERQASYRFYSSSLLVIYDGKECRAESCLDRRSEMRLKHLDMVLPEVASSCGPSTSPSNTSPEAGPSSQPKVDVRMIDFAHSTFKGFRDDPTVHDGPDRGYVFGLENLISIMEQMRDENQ
#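 ADP-Glo luminescence measures ADP made by human IP6K1 during a 2 h RT reaction with ATP/IP6 (mix at 1.3 mM/130 uM); top library doses 57.5 and 19.1 uM final.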
# SNCA expr inh: reduces expression of the alpha-synuclein gene; HEK-293 SNCA-luciferase knock-in, luminescence, 24 h; Potency, µM (top dose mostly 57.2 µM), without a hit: at the top dose activity change, negative = inhibition, hits mostly inhibitors; 140,000 tested, 0.17% active;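 further: potency means the concentration at half of the fitted maximal effect; plate controls were DMSO cells for no effect and cell-free wells for full effect; nearly all actives have a fitted effect of over 45% in size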
# NIH3T3 tox: NIH 3T3 cell cytotoxicity | 94,000 tested, 4.3% active | Potency, µM (doses to about 96.7 µM), inactives show at the top dose activity change, negative = cytotoxicity, most hits filed as inhibitors | NIH 3T3 viability, CellTiter-Glo ATP luminescence, 48-72 h; further: potency means the concentration at half of the fitted maximal effect; nearly all actives have a fitted effect of over 55% in size
#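 Cytotoxicity was measured by CellTiter-Glo ATP luminescence after 48 or 72 h compound exposure at 37 °C. Mouse NIH 3T3 fibroblasts were seeded at 400 cells/well and dosed by 23 nL pin transfer.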
# SNCA viab count: counter-screen for SNCA expression inhibitors: cell viability. 150,000 tested, 0.12% active. HEK-293-SNCA-luc viability, GF-AFC fluorescence, 24 h. Potency, µM (top dose mostly 57.1 µM), for inactives: at the top dose activity change, negative = cytotoxicity, actives largely listed as cytotoxic. AID 1671193;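 further: potency means the concentration at half of the fitted maximal effect; 0% = DMSO-treated cells and -100% = medium-only wells without cells; nearly all actives have a fitted effect of over 30% in size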
#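 HEK-293-SNCA-luc cells (1500/well) plated 24 h, then exposed 24 h to a dilution series; GF-AFC added 30 min at 37C, fluorescence 405/540 nm; normalised to medium-only and DMSO wells, Hill fit.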
# * hit, by the source's call; i = inactive; ? = inconclusive; . = not tested or not shown; [ ] = remark or other dose. Unless noted, the call rests on the fitted dose curve; in most records, active means well fitted curve in the direction sought with a large enough effect; inconclusive means small, poorly fitted or top-dose-only effect, or another doubt; inactive means no such curve, though single readings can be large; an effect the other way counts as inactive or inconclusive. Unless noted, on the % scale 0 is the no-effect control and ±100 the full control effect. Only part of the results is shown; the hit share may differ from the screen's.
SMILES,GPT2 inhibitor,HEK293 tox,FLuc inh,IP6K1 inh,SNCA expr inh,NIH3T3 tox,SNCA viab count
COCCn1c(=O)c(C(=O)N2CCN([S+](=O)([O-])c3cccs3)CC2)nc2cccnc21,0.8%,0.0%,.,0.9,9.6%,-10.4%,3.3%
CCOc1ccc(C(=O)NC2CCN(c3cnn(CC)c(=O)c3)CC2)cc1,2.8%,-5.5%,-4.7%,44.2,9.7%,28.2µM*,-16.2%
Cc1cccc(C)c1-c1nc(C(=O)NCc2cccnc2)n2ccccc12,-14.6%,?,-3.5%,37.3,15.3%,?,0.0%
COCCN1C(=O)c2cccn2CC1CNC(=O)NCc1ccc(C)cc1 (stereo not given),i,i,0.0%,-11.5,28.3%,i,7.1%
CC(=O)N1CCc2cc(S(=O)(=O)NC(CC(C)C)C(=O)NCCc3cccc(C)c3)ccc21 (stereo not given),.,.,.,7.0,23.9%,.,-20.0%
Cc1ccccc1CNC[C@H]1Cn2ccnc2CO1,-7.8%[88.5 µM],-12.5%[230 µM],0.4%[230 µM],-5.8,0.5%[87.6 µM],-8.2%[174 µM],-3.2%[87.6 µM]
COc1cccc(OCC(=O)NC2CC(=O)N(c3cccc(OC)c3)C2)c1 (stereo not given),.,.,.,25.5,8.0%,.,10.8%
Cc1nc(-n2nc(C)c(Cc3ccccc3Cl)c2C)sc1C(=O)N1CCCCC1C (stereo not given),.,.,.,-21.2,29.0%,.,2.3%
CCn1ncc(C(=O)N[C@@H]2CN(c3ccncn3)C[C@H]2CN(C)C)c1C,i,-0.2%,-11.3%,5.5,6.9%,-7.4%,-2.1%
COc1cccc(NC(=O)CN2C(=O)NC(c3ccccc3Cl)C3=C2COC3=O)c1 (stereo not given),-8.9%,?,?,-3.7,?,-19.1%,-0.6%
COc1cc(-c2noc(-c3ccc(N4CCN(C)CC4)c([N+](=O)[O-])c3)n2)cc(OC)c1OC,.,.,.,32.9,33.0%[activator],.,8.0%
CCC(CC)c1nn2cc(-c3ccccc3)nc2s1,.,.,.,-1.1,-80.2%,.,12.5%
CC(C)CC(=O)N1CCCCCNC(=O)[C@H]2C[C@H](C(=O)N3CCc4ccccc4C3)C[C@H]21,?,?,-18.1%,8.6,13.9%,-25.8%,-2.3%
CCN(CCCNC(=O)c1cc2cc3cc(OC)ccc3nc2s1)c1cccc(C)c1,.,.,.,-6.7,2.3%,.,3.3%
Cc1cccc(N2CCN(c3ncnc4c3c(-c3ccccc3)cn4-c3ccccc3)CC2C)c1 (stereo not given),.,.,.,15.3,17.1%,.,17.7%
Cc1ccccc1NC(=O)Cn1c(-c2cccc(Cl)c2)nc(C)c(CCO)c1=O,i,?,-2.7%,-9.6,-19.1%,?,-28.8%
CCOc1ccccc1CNC(=O)c1ccc(NC(=O)N2CCSc3ncccc32)cc1,.,.,.,5.7,-4.8%,.,13.6%
COC1CC(OC2CCC3(C)C(=CCC4C3CCC3(C)C(C(C)O)CCC43O)C2)OC(C)C1OC1OC(C)C(OC2OC(COC3OC(COC4OC(CO)C(O)C(O)C4O)C(O)C(O)C3O)C(O)C(O)C2O)C(OC)C1O (stereo not given),i,.,.,-4.8,.,.,3.6%[12.5 µM]
COc1nc2nc(CC3CC3)n(C)c2cc1-c1ccncc1,-3.2%[88.5 µM],?,-18.3%[230 µM],2.1,68.4%[activator][87.6 µM],?,-0.6%[87.6 µM]
CCOC(=O)C1CCN(C(=O)c2nn(-c3ccc(OC)c(Cl)c3)c(=O)c3c2c2ccccc2n3C)CC1,.,.,.,9.9,20.4%,.,-17.5%
COC(=O)c1ccccc1NC(=O)C(Cc1ccccc1)N1Cc2ccccc2C1=O (stereo not given),.,.,.,11.7,37.0%[activator],.,-13.0%
O=C1NC2(CCN(Cc3ccc(F)cc3)CC2)COc2ccccc21,-6.6%[88.5 µM],63.1µM*,6.0%[172 µM],13.2,?,-22.0%[138 µM],-4.1%[87.6 µM]
COCC(=O)N(C1CCOCC1)C1CCN(S(=O)(=O)c2c(C)noc2C)CC1,i,2.4%,10.0%,-5.1,11.0%,?,-1.3%
O=C(NC1CCCCC1)N1C[C@@H]2C[C@H](C1)c1c(NS(=O)(=O)c3cccc(F)c3)ccc(=O)n1C2,i,0.1%,8.5%,-11.4,-23.7%,i,-4.6%
Cc1cc(C)cc(NC(=O)Cn2c(=O)n(Cc3ccco3)c(=O)c3oc4ccccc4c32)c1,.,.,.,36.9,-8.1%,.,0.4%
Cc1ccc(-n2ncc(C(=O)N3CCN(c4ccc(Cl)cc4)CC3)c2C2CCN(C(=O)OC(C)(C)C)CC2)c(C)c1,.,.,.,-35.2*,-9.4%,.,-1.0%
CNC(c1ccccc1)c1nc(-c2cccnn2)no1 (stereo not given),-7.8%,-2.7%,6.5%,7.8,?,-2.7%,2.7%
CC(C)(C)OC(=O)N1CCc2nc(N3CCN(c4ncccn4)CC3)ncc2C1,.,.,.,5.8,5.1%,.,2.8%
COc1ccc(CCNC(=O)c2cc3c(s2)-c2c(C)cccc2OC3)c(OC)c1,.,.,.,11.1,7.4%,.,10.3%
O=C(N[C@@H]1CN(Cc2ccc(F)cc2F)C[C@H]1CO)c1cnccn1,3.6%,-21.3%,6.8%,7.3,27.8%,-11.4%,-20.4%
COc1cc(NC(=O)Cn2c(-c3cccc(Cl)c3)nc(C)c(CCO)c2=O)cc(OC)c1OC,-9.7%,?,-4.5%,-0.3,?,-32.1%,-30.3%
Cc1c(-c2cc(C(=O)N[C@@H]3CCOC[C@H]3OCC(=O)O)no2)cnn1C,0.8%[11.5 µM],i,4.4%,-9.9,2.3%,1.4%,6.5%
COc1cccc(-c2cccc(CN3CCCC3C(=O)NCc3cccs3)c2)c1 (stereo not given),i,?,.,-5.6,27.0%,?,-18.6%
O=C(NCc1ccc(F)cc1)c1ccc2c(c1)nnn2C1CCCC1,.,.,.,-10.0,25.1%,.,16.8%
CC(=O)Nc1ccc(S(=O)(=O)N2C[C@@H]3C[C@H](C2)c2ccc(-c4ccc5ccccc5c4)c(=O)n2C3)cc1,i,2.6%,-1.9%,7.1,40.4%[activator],0.8%,5.1%
CC(C)c1cc(C(=O)N2CC[C@@](O)(C3CCOCC3)[C@H](C)C2)cs1,-12.7%,-19.8%,-5.2%,3.1,18.2%,-8.8%,8.1%
Cc1ccc(S(=O)(=O)N2CCCC(CCC(=O)NCc3ccccn3)C2)cc1 (stereo not given),i,?,-0.9%,11.2,-3.7%,-7.6%,1.0%
O=C(c1ccc2nc(-c3ccccc3)cn2c1)N1C[C@@H]2CCC[C@H]1C2,-9.7%,-10.4%,-12.1%,12.3,177.8%[activator],-11.3%,-19.1%
O=C(c1cccs1)N1CCC(Cc2nc(C3CCOCC3)no2)CC1,i,-24.5%,-12.9%,5.2,2.8%,-33.7%,6.4%
CCOCC(=O)N1CCC(Oc2ncccc2C(=O)N2CCCCC2)C1 (stereo not given),i,0.8%,-4.8%,14.9,1.7%,i,1.7%
COCCOC1CCN(C(=O)COc2ccc(C)cc2)CC1,i,13.0%,?,8.5,13.4%,i,-5.9%[12.5 µM]
CCN(CC)C(=O)C1CCN(c2nnc(C)c3c(C)n(-c4ccc(Cl)cc4)nc23)CC1,.,.,.,21.7,15.2%,.,2.6%
CC1(COc2ccccc2)COc2ccc(C(=O)NCCOc3ccccc3)cc2N1 (stereo not given),-17.3%[88.5 µM],79.4µM*,-2.4%[172 µM],1.9,?,?,-25.5%[87.6 µM]
CSc1cccc(NC(=O)c2cccc(N3CCCS3(=O)=O)c2)c1,.,.,.,0.3,113.3%[activator],.,-3.6%
COc1ccc(C(=O)N2CCCCCNC(=O)[C@@H]3CCC[C@@H]32)c(OC)c1,-20.5%,-7.7%,-11.3%,-2.9,-13.0%,-10.9%,8.5%
CCn1nc(C)c(CCNC(=O)[C@H]2CNC[C@H](C(=O)N3CCCC3)C2)c1C,3.1%,-1.8%,-0.9%,0.0,20.3%,-4.2%,-11.5%
Cc1ccccc1Nc1cc(C(=O)NCCCN2CCN(c3cccc(Cl)c3)CC2)c2ccccc2n1,.,.,.,6.7,?,.,?
CCN(CC)c1ccc(NC(=O)Cn2nc(C)n3cccc3c2=O)c(C)c1,.,.,.,3.4,30.4%[activator],.,3.9%

# Shown tab-delimited: 4 of the compounds above
compound	GPT2 inhibitor	HEK293 tox	FLuc inh	IP6K1 inh	SNCA expr inh	NIH3T3 tox	SNCA viab count
CC1(COc2ccccc2)COc2ccc(C(=O)NCCOc3ccccc3)cc2N1 (stereo not given)	-17.3%[88.5 µM]	79.4µM*	-2.4%[172 µM]	1.9	?	?	-25.5%[87.6 µM]
CSc1cccc(NC(=O)c2cccc(N3CCCS3(=O)=O)c2)c1	.	.	.	0.3	113.3%[activator]	.	-3.6%
COc1ccc(C(=O)N2CCCCCNC(=O)[C@@H]3CCC[C@@H]32)c(OC)c1	-20.5%	-7.7%	-11.3%	-2.9	-13.0%	-10.9%	8.5%
CCn1nc(C)c(CCNC(=O)[C@H]2CNC[C@H](C(=O)N3CCCC3)C2)c1C	3.1%	-1.8%	-0.9%	0.0	20.3%	-4.2%	-11.5%

# Next section:
SMILES,GPT2 inhibitor,HEK293 tox,FLuc inh,IP6K1 inh,SNCA expr inh,NIH3T3 tox,SNCA viab count
Cn1nc(N2CCC(NC(=O)c3ccncn3)CC2)ccc1=O,i,3.2%,0.0%,9.2,0.0%,4.3%,3.0%
CC1=C[C@@H](CNS(C)(=O)=O)[C@H](C(C)C)C[C@H]1Cc1nnc(-c2cncn2C)o1,i,-19.6%[172 µM],0.5%[172 µM],3.8,6.0%[87.6 µM],?,-19.1%[87.6 µM]
O=C(Cc1ccc(Cl)cc1)NC1CCN(c2ccccc2)C1=O (stereo not given),i,-15.2%,2.0%,-5.9,-23.1%,-4.1%,-4.1%
CCOc1ccccc1C(=O)NC1CCCN(c2cc(-c3ccc(OC)cc3)[nH]n2)C1 (stereo not given),-17.1%,?,-22.9%,0.0,18.3%,?,-17.0%
CC(C)CNc1ccc2c(n1)C(C)(C(=O)NCCc1cnc[nH]1)CN(Cc1ccccc1)C2 (stereo not given),-8.8%,?,10.8%,23.4,-19.5%,31.6µM*,-23.7%
CN(C(Cc1ccc(OS(=O)(=O)c2cccc3cnccc23)cc1)C(=O)N1CCN(c2ccccc2)CC1)S(=O)(=O)c1cccc2cnccc12 (stereo not given),-5.7%,.,.,.,62.3%[activator],.,-6.8%
CC(C)c1nncn1C1CCN(S(=O)(=O)c2cc(F)ccc2F)CC1,0.0%,-1.8%,7.0%,-8.8,15.0%,-14.6%,6.8%
Cc1cc(Nc2ccccc2C)c2cccc(C)c2n1,.,.,.,4.0,3.4%,.,-2.1%
COc1ccc(/C=C(/C#N)c2nc(-c3cc4ccccc4oc3=O)cs2)cc1,.,.,.,-0.3,-0.3%,.,1.2%
O=c1c2nc(OCc3ccc(C(F)(F)F)cc3)ccc2ncn1C1CC1,-13.8%[88.5 µM],?,?,-4.0,114.7%[activator][87.6 µM],?,3.4%[87.6 µM]

# Screening data as filed in PubChem BioAssay.
